# Screens (PubChem)
# FAS-TE inh – inhibitors of human fatty acid synthase thioesterase domain. 360,000 tested, 0.67% active. recombinant FAS-TE, OMFH fluorogenic substrate, fluorescence endpoint. inhibition, % at 15 µM. P49327;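 active means compounds whose normalised, plate-corrected inhibition of enzyme fluorescence in the single-dose primary screen is 50% or more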;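 further: 0% = DMSO with enzyme and 100% = substrate without enzyme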
# eLon inh – E. coli protease La inhibition | inhibition, % at 7.94 µM | 360,000 tested, 0.42% active | purified E. coli Lon protease, fluorescence polarization | P0A9M0; in the data active means inhibition above about 13%, passing the limit was not always enough;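 further: 0% = enzyme with probe and DMSO and 100% = no enzyme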
# Target sequence (P0A9M0 whole entry, looked up): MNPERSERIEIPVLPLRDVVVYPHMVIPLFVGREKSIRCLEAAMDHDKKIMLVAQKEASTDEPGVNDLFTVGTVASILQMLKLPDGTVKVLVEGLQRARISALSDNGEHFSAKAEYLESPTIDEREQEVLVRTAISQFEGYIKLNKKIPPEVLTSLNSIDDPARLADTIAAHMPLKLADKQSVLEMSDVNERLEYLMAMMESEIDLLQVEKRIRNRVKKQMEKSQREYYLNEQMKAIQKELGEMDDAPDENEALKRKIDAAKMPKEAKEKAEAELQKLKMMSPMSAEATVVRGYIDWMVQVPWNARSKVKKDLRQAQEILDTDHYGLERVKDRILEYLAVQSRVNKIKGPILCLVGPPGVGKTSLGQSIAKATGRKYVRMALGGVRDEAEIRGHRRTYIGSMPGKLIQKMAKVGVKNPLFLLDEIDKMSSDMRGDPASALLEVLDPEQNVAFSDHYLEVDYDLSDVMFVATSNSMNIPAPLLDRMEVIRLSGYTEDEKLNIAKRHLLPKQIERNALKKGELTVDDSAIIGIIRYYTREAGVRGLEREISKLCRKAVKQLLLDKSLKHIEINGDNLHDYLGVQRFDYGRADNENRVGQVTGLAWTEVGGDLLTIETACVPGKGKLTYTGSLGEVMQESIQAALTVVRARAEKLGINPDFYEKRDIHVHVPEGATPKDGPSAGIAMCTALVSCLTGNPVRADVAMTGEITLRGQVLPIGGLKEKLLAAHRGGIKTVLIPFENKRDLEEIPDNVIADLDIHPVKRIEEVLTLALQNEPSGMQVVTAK
# Tb MetRS inh – Trypanosoma brucei MetRS inhibition. purified T. brucei MetRS, ATP depletion, Kinase-Glo luminescence. inhibition, % at 11.9 µM. AID 624268. 360,000 tested, 0.4% active;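 active means inhibition above a per-plate cutoff of the control wells' mean inhibition plus 3 SD, cut at about 5.5% in these data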;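 further: 0% = DMSO wells median and 100% = median of wells with control inhibitor compound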
#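 Assay system: T. brucei methionyl-tRNA synthetase, purified | Medium: HEPES buffer with MgCl2, KCl, DTT, spermine, BSA, pyrophosphatase | Compound: 11.9 µM single point | Incubation: 15 min enzyme-compound preincubation, 2 h reaction, 10 min detection, 25 °C | Measured by: Kinase-Glo luciferase luminescence reporting remaining unconsumed ATP | Measure: % inhibition normalized to control-well medians | Replication: Singlicate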
# MT1-MMP act inh – inhibitors of human MT1-MMP activation. HT1080 RFP-PRO-GFP cells, GFP/RFP ratio fluorescence, overnight; percent of plate control window, DMSO zero. GFP/RFP ratio change, % at 20 µM. 360,000 tested, 0.061% active. AID 651647;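 active means GFP/RFP ratio change of at least 30% with cell ATP level not reduced by more than half and red fluorescence within 50% of control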; further: strong numbers were not always called active
#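 Material – HT1080 RFP-PRO-GFP cells · Control set – DMSO wells and RFP-L50D-GFP cells · Incubation – overnight cell settling, then overnight compound exposure, 37 °C, 5% CO2 · Compound dosing – single-point 20 µM compound, 1% DMSO · Read-out – GFP/RFP fluorescence ratio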
# CendR NRP1 mod – alters CendR peptide binding to human NRP-1; 360,000 tested, 0.85% active; FAM-RPARPAR peptide binding to NRP-1, fluorescence polarization; O14786; inhibition, % at 25 µM; AID 602438;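 active means inhibition or corrected inhibition above about 18%, plus a signal ratio from 0.5 to 1.5, limit read from the data, passing the limit was not always enough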; further: strong numbers were not always called active
# bovine MsrA act – bovine methionine sulfoxide reductase A activation | AID 602163 | 360,000 tested, 0.3% active | activation, % at 10.6 µM | purified bovine MsrA, absorbance read-out; in the data active means activation above about 7.5%;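 further: 0% = vehicle and 100% = reference activator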
# MLLE-PAM2 inh – inhibitors of microRNA-mediated deadenylation, human PABP1 MLLE binding; inhibition, % at 20 µM; 360,000 tested, 0.36% active; P11940; GST-MLLE / FITC-PAM2 fluorescence polarization; AID 588489; in the data active means inhibition above about 35%, passing the limit was not always enough;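 further: plate controls were DMSO wells with GST-MLLE for no effect and wells lacking GST-MLLE protein for full effect; some results filed as inactive read as strong as hits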
# SKN-1 inh – C. elegans SKN-1 inhibition | C. elegans VP596 Pgst-4::GFP/RFP ratio, acrylamide-induced, 24 h | inhibition, % at 21.8 µM | 360,000 tested, 0.49% active | AID 624304;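 active means interference check ratio from 0.5 to 1.5 plus GFP to RFP signal ratio inhibition reaching or exceeding a fixed threshold, cut at about 30% in these data, passing the limit was not always enough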; further: some compounds called inactive have numbers as strong as hits
# MsrA inh – bovine MsrA inhibition; purified bovine MsrA, absorbance read-out; inhibition, % at 15.5 µM; 360,000 tested, 0.75% active; AID 651718; in the data active means inhibition above about 4.5%;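 further: 0% = vehicle wells with enzyme and 100% = reference inhibitor wells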
# * marks the source's active call; other numbers are inactive results.
SMILES,FAS-TE inh,eLon inh,Tb MetRS inh,MT1-MMP act inh,CendR NRP1 mod,bovine MsrA act,MLLE-PAM2 inh,SKN-1 inh,MsrA inh
CC(C)(C)S(=O)N1Cc2cc(C(=O)NCc3ccc(Oc4ccccc4)cc3)nc(-c3cccc(-c4cc5ccccc5o4)c3)c2[C@H]1CCO (stereo partly drawn),-18,-12,-0.7,3,-5,-4,-16,-1,-0.4
O=C(CN1CCN(c2ccccn2)CC1)NCCc1ccccc1,-8,-10,-1.0,-3,3,-6,-4,-6,4.1
COc1ccc(Cl)cc1NC(=O)C1CCCO1 (stereo not drawn),-7,-5,-0.7,4,8,-3,1,19,0.4
CSc1nc(N(C)C)nc(N(C#N)CCOC(C)=O)n1,-11,-4,-1.8,4,2,-14,-20,-1,0.9
COc1ccccc1OCC(=O)NCCS(=O)(=O)N1CCN(c2ccc(F)cc2)CC1,-2,-2,-0.1,2,12,0,-22,-17,0.4
O=C(Oc1ccc(/C=N/O)cc1)c1ccccc1Cl,-9,-3,-0.8,-2,1,-10,6,-11,1.0
COCCCNS(=O)(=O)c1ccc2[nH]c(=O)[nH]c2c1,-4,3,-0.2,0,-2,-2,5,6,2.1
O=C1C(C=NCCN2CCOCC2)=C(O)c2ccccc21,-5,5,-0.4,-2,27*,-3,5,-4,2.3
O=C(NCCc1ccccc1)Nc1ccc(Cl)cc1,-3,5,5.0,5,-6,-4,1,-3,0.6
Cc1c(CNC2CCCC2)c(C(=O)O)c(C)n1Cc1ccccc1,-9,-15,0.4,0,-1,-1,-2,1,-1.9
CCn1ncc(/C=C/C(=O)c2ccccc2)c1C,-14,4,0.9,3,-8,-3,4,2,3.8
NC(=O)c1cc(S(=O)(=O)NCCc2ccc(S(N)(=O)=O)cc2)cs1,-4,3,-0.4,2,0,-3,-7,4,0.0
CNS(=O)(=O)c1ccc(C(=O)NCC(=O)NCCc2ccc3c(c2)OCCO3)cc1,-9,-5,-0.4,2,19,-4,18,-9,-0.4
COc1ccccc1N1CCN(C(=O)Cn2c(=O)[nH]c3ccsc3c2=O)CC1,-1,-4,0.0,-3,11,0,4,-8,-0.6
COc1ccc(NC(=O)Nc2nnc(-c3ccncc3)s2)cc1,-1,9,0.0,-9,-5,-9,9,-8,0.8
Fc1ccc(OCc2nc(-c3ccc(Br)o3)no2)c(F)c1,18,8,-0.5,-1,-3,-5,11,32,2.1
CCSc1nc2ccccc2n1Cc1nc(N)nc(N(C)C)n1,-6,-11,-1.0,3,8,-1,-7,-1,-0.3
CCC1(C)NC(=O)N(CC(=O)N2CCC(Cc3ccccc3)CC2)C1=O (stereo not drawn),-5,5,0.3,1,-6,-3,1,-6,0.8
CC1CN(Cc2ccccc2)C(=O)N(c2ccccc2)C1=O (stereo not drawn),-6,-8,-0.2,3,6,-3,-2,9,0.4
O=C(COC(=O)Cc1cn2ccsc2n1)NC12CC3CC(CC(C3)C1)C2,-1,-4,0.0,-11,1,-5,2,-17,-1.4

# Record cards, from the list above.
# Profile of Fc1ccc(OCc2nc(-c3ccc(Br)o3)no2)c(F)c1 → FAS-TE inh: 18; eLon inh: 8; Tb MetRS inh: -0.5; MT1-MMP act inh: -1; CendR NRP1 mod: -3; bovine MsrA act: -5; MLLE-PAM2 inh: 11; SKN-1 inh: 32; MsrA inh: 2.1
# Profile of COc1ccccc1N1CCN(C(=O)Cn2c(=O)[nH]c3ccsc3c2=O)CC1 → FAS-TE inh: -1; eLon inh: -4; Tb MetRS inh: 0.0; MT1-MMP act inh: -3; CendR NRP1 mod: 11; bovine MsrA act: 0; MLLE-PAM2 inh: 4; SKN-1 inh: -8; MsrA inh: -0.6
# Profile of NC(=O)c1cc(S(=O)(=O)NCCc2ccc(S(N)(=O)=O)cc2)cs1 → FAS-TE inh: -4; eLon inh: 3; Tb MetRS inh: -0.4; MT1-MMP act inh: 2; CendR NRP1 mod: 0; bovine MsrA act: -3; MLLE-PAM2 inh: -7; SKN-1 inh: 4; MsrA inh: 0.0

# (cont.)
SMILES,FAS-TE inh,eLon inh,Tb MetRS inh,MT1-MMP act inh,CendR NRP1 mod,bovine MsrA act,MLLE-PAM2 inh,SKN-1 inh,MsrA inh
O=C(N/N=C/c1cccc2ccccc12)c1cccs1,10,-1,-0.4,4,-1,-2,-1,-12,3.1
Cc1nc2ccc(Nc3ccncc3)cc2s1,-9,-19,-0.2,3,-26,-4,-20,-1,2.9
CC(=O)Nc1c(Cl)cc2c(c1Cl)Cc1ccccc1-2,2,-7,-0.2,0,8,-1,-8,-2,0.2
CSc1ccc(CN2CCN(C(=O)c3ccncc3)CC2)cc1,-2,2,-1.4,1,16,-8,7,-1,-1.5
CC12CCC(C[N+](C)(C)C1)C2(C)C (stereo not drawn),-4,-3,-0.1,-1,10,3,-131,-11,0.1
COc1ccc2c(c1)[nH]c1c(N3CCSCC3)ncnc12,-1,7,0.1,8,-2,0,0,24,2.3
Cc1cc(=O)[nH]c(SCC(=O)NCc2ccco2)n1,-8,2,0.0,1,-30,-1,31,16,-0.4
COc1ccc(C(=O)N2CCCC(N3CCN(c4ccccc4OC)CC3)C2)c(OC)n1 (stereo not drawn),-1,4,-0.1,4,6,-4,14,6,-1.2
COc1ccc(C)cc1NC(=O)C(Sc1nnc(-c2cccs2)o1)c1ccccc1 (stereo not drawn),-9,4,0.1,2,-2,-3,-3,-13,-0.1
O=c1c2ccccc2ncn1Cc1ccc2c(c1)OCO2,0,-11,1.7,0,-6,-2,9,8,0.3
COc1ccc(CNc2cc(C)nc3ncnn23)c(OC)c1,-5,-10,-0.5,6,9,-2,2,0,-1.1
O=[N+]([O-])c1ccc(S(=O)(=O)NCC(c2ccc3c(c2)OCO3)N2CCOCC2)cc1 (stereo not drawn),31,-3,-0.2,1,4,-2,-3,-2,-0.6
COc1c(C)cc(C(=O)C2CCCN(C(=O)/C=C/c3ccccn3)C2)cc1C (stereo not drawn),-5,0,-0.4,-5,0,-6,-6,-11,1.1
C[C@@H]1CN([C@H](C)CO)C(=O)CCCn2nncc2CO[C@H]1CN(C)Cc1ccc2c(c1)OCO2,-8,-4,-0.5,1,4,7,8,-14,-1.2
Clc1cccc(CN2CCN(Cc3ccco3)CC2)c1,0,-11,-0.5,3,10,-2,-3,15,0.1
COC(=O)c1cc(OC(=O)c2ccc(=O)[nH]c2)cc(C(=O)OC)c1,2,-1,-0.7,1,-4,-3,-2,12,-0.9
C/C=C(\C)C(=O)N1CC2(CC(c3cccc(NC(=O)COc4ccc(Cl)cc4)c3)=NO2)C[C@@H]1C(N)=O (stereo partly drawn),-4,-15,-0.1,8,-4,3,-1,-7,2.2
Cc1ccc(C(=O)COC(=O)CCC(=O)NC2CCCCC2)cc1C,-6,1,-0.1,2,12,-4,-9,1,0.6
CC(=O)Nc1ccc(OC(=O)CC2SC(=O)NC2=O)cc1 (stereo not drawn),-4,-2,0.1,0,-1,0,12,8,-1.1
COCCNc1ccc(N2C(=O)C3CCCCC3C2=O)cc1[N+](=O)[O-] (stereo not drawn),-5,1,-0.5,3,8,-6,-1,9,2.0
Cc1cccc(NS(=O)(=O)c2ccc(C)c(NS(=O)(=O)c3cccs3)c2)c1,0,-17,-0.1,-4,-37,-1,-27,-6,1.6
CCOc1ccc(-n2c(=O)c3c4c(sc3n(CC(=O)NCc3ccco3)c2=O)CCC4)cc1,-15,3,-0.9,-5,2,-4,-11,13,-0.5
Cc1occc1-c1nnc(SCC(=O)N(C)C)o1,-8,-5,-0.5,-2,-14,-3,7,10,-0.1
O=C(NC1CCN(Cc2ccccc2)CC1)c1cccc(OC(F)F)c1,-8,-1,0.4,1,-3,-1,-9,1,-0.9
O=C(c1ccccc1Br)N1CCn2c1nc1ccccc12,-8,5,-0.6,1,-6,-3,-6,8,0.8
O=S(=O)(Nc1cccc(-n2cnnn2)c1)c1ccccc1,4,-3,-0.3,2,9,-3,2,3,-1.5
Cc1cc(C)c(/C=N/n2c(C)cc(C)c(C#N)c2=O)c(C)c1,1,2,0.2,4,5,-2,-4,3,0.3
CN(Cc1ccccc1)C(=O)COC(=O)C1=NNC(=O)CC1,-13,-6,0.0,4,-4,-3,-3,-2,-0.2
COc1cccc(/C=N/NC(=O)CCC(=O)Nc2ccc(Br)cc2)c1,-1,1,2.1,1,11,-2,-2,17,0.5
O=[N+]([O-])c1ccc(S(=O)(=O)Nc2cccc(-c3ccc(N4CCCC4)nn3)c2)cc1,45,6,-0.3,10,-3,-3,-6,7,0.2

# Six of these compounds, reformatted.
# Fields: FAS-TE inh	eLon inh	Tb MetRS inh	MT1-MMP act inh	CendR NRP1 mod	bovine MsrA act	MLLE-PAM2 inh	SKN-1 inh	MsrA inh
- CN(Cc1ccccc1)C(=O)COC(=O)C1=NNC(=O)CC1
  -13	-6	0.0	4	-4	-3	-3	-2	-0.2
- Cc1occc1-c1nnc(SCC(=O)N(C)C)o1
  -8	-5	-0.5	-2	-14	-3	7	10	-0.1
- CCOc1ccc(-n2c(=O)c3c4c(sc3n(CC(=O)NCc3ccco3)c2=O)CCC4)cc1
  -15	3	-0.9	-5	2	-4	-11	13	-0.5
- O=S(=O)(Nc1cccc(-n2cnnn2)c1)c1ccccc1
  4	-3	-0.3	2	9	-3	2	3	-1.5
- Cc1cccc(NS(=O)(=O)c2ccc(C)c(NS(=O)(=O)c3cccs3)c2)c1
  0	-17	-0.1	-4	-37	-1	-27	-6	1.6
- O=[N+]([O-])c1ccc(S(=O)(=O)Nc2cccc(-c3ccc(N4CCCC4)nn3)c2)cc1
  45	6	-0.3	10	-3	-3	-6	7	0.2

# (more compounds)
SMILES,FAS-TE inh,eLon inh,Tb MetRS inh,MT1-MMP act inh,CendR NRP1 mod,bovine MsrA act,MLLE-PAM2 inh,SKN-1 inh,MsrA inh
CC(Oc1ccccc1)C(=O)OCC(=O)N1CC(=O)Nc2ccccc21 (stereo not drawn),-5,2,0.4,2,-2,-2,-1,5,0.9
O=C(NCc1ccccn1)C12CC3CC(CC(C3)C1)C2,-8,-3,-1.1,-1,-2,-9,11,-2,0.3
O=C(CSc1nnc(SCc2ccc(Cl)cc2)s1)N/N=C/c1ccc(C(=O)O)cc1,12,-2,-0.5,2,10,0,-46,6,0.2
COc1ccc(CCNC(=O)CN(c2cccc([N+](=O)[O-])c2)S(C)(=O)=O)cc1,-2,2,-0.6,2,-4,-2,-1,4,-0.4
Cc1[nH]c(=O)[nH]c(=O)c1CSc1nnc([C@@H](NC(=O)OC(C)(C)C)C(C)C)o1,-8,4,-0.5,-1,5,-6,-69,-10,1.1
CCc1ccc2oc(=O)cc(CN3CCN(c4ccc(F)cc4)CC3)c2c1,17,-6,-0.9,-7,-12,-3,-25,0,0.6
O=S(=O)(c1ccccc1)N1CCN(c2nc3ccccc3s2)CC1,-3,4,-0.1,3,1,-2,-1,10,0.0
COc1ccc(Br)cc1CNC(=O)C1CCN(S(=O)(=O)N2CCC(C)CC2)CC1,9,-2,0.1,3,6,8,11,-5,-0.4
O=C(Cc1ccccc1)NCCCN1CCN(CCCNC(=O)Cc2ccccc2)CC1,-11,3,-0.1,-1,-8,0,-1,7,1.1
CCOC(=O)Cn1c(C)c(C#N)c2ccccc21,-4,-9,0.0,-3,12,0,-3,3,0.9
Cc1nn(C(C)C(=O)NC2CCC(C)CC2)c(=O)c2nn(-c3ccccc3)c(C)c12 (stereo not drawn),-1,6,0.7,0,3,-1,-1,0,3.0
